MBNL1 CUG block: blocks human MBNL1 binding to CUG repeat RNA. Q9NR56. TR-FRET MBNL1-His/biotin-(CUG)12 binding, 665/545 ratio. Potency, µM (doses to about 57.5 µM), for the others: at the highest dose activity change, negative = inhibition, most hits filed as inhibitors. 280,000 tested, 0.036% active. AID 2675; active = well fitted inhibition curve with a large enough effect in the signal ratio, with a control signal flat, not every such curve was filed as active; inconclusive = small, poorly fitted or top-dose-only effect, or effect the other way, or a change in a side signal; inactive = no such curve, though single readings can be large or run the other way; the % refers to the signal ratio; note: potency is the fitted concentration of half-maximal effect; % is set by controls: 0 for no effect and ±100 for the full control effect
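Ratiometric TR-FRET (665 over 545 nm, excitation 340 nm) tracks disruption of MBNL1-His/biotin-(CUG)12 complex after 60 min at room temperature, with compounds at 92 nM to 58 uM final.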
S-ASM inh: human S-ASM enzyme inhibition. P17405. placental ASM, HMU-PC fluorogenic substrate, 60 min. Potency, µM (titrated, usually from 57.5 µM), for inactives: at the highest dose activity change, negative = inhibition, hits mostly inhibitors. 340,000 tested, 0.006% active; note: potency is the fitted concentration of half-maximal effect
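Fluorescence read-out (Ex 386 nm, Em 447 nm) after stopping the reaction at pH 10. Enzyme: ASM from human placenta; substrate HMU-PC0, 9 uM final; 60 min, 37 °C. Compound preincubation 10 min, ambient temperature.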
Integrin act MD: activators of alpha7 integrin expression for muscular dystrophy; alpha7betagal myoblasts, beta-gal FDG fluorescence, 48 h; 350,000 tested, 0.064% active; Potency, µM (highest dose often 38.3 µM), inactives show at the highest dose activation, usual class: activators; AID 624291;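 note: potency is the fitted concentration of half-maximal effect; 100% = response of the positive control SU9516; nearly all actives have a fitted effect of over 60% in size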
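alpha7betagal+/- myoblasts (passage 13, 250/well) treated 48 h at 37C with compounds at 1:260 dilution of DMSO stock. Lysed, then beta-galactosidase activity read as FDG fluorescence (ex 480/em 540) after 30 min, with pre-read for autofluorescence.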
FBPA coupling cs: counter-screen for Giardia aldolase inhibitors: coupling enzyme system | coupling enzyme system counterscreen, AmpLite Red fluorescence | activity change, negative = inhibition, % at 58.2 µM, hits read low | 290,000 tested, 0.67% active; in the data active = activity change below about -30%; note: % is set by controls: 0 for no effect and ±100 for the full control effect
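Final compound at 57.5 uM, incubated 10 min at RT with coupling enzyme reagent (glyceraldehyde-3-phosphate), then 20 min with substrate and AmpLite Red detection. Fluorescence read at 525/598 nm; tests interference with the coupling assay, not aldolase inhibition.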
TRPV1 agonist: human TRPV1 agonism. Q8NER1. TRPV1-expressing cells, Fluo-8 calcium influx, agonist mode. activation, % at 8.33 µM. 320,000 tested, 0.19% active. AID 540275; in the data active = activation above about 80%; inconclusive = between about 30% and that limit; note: 0% is about no effect
Target sequence (Q8NER1 whole entry, looked up): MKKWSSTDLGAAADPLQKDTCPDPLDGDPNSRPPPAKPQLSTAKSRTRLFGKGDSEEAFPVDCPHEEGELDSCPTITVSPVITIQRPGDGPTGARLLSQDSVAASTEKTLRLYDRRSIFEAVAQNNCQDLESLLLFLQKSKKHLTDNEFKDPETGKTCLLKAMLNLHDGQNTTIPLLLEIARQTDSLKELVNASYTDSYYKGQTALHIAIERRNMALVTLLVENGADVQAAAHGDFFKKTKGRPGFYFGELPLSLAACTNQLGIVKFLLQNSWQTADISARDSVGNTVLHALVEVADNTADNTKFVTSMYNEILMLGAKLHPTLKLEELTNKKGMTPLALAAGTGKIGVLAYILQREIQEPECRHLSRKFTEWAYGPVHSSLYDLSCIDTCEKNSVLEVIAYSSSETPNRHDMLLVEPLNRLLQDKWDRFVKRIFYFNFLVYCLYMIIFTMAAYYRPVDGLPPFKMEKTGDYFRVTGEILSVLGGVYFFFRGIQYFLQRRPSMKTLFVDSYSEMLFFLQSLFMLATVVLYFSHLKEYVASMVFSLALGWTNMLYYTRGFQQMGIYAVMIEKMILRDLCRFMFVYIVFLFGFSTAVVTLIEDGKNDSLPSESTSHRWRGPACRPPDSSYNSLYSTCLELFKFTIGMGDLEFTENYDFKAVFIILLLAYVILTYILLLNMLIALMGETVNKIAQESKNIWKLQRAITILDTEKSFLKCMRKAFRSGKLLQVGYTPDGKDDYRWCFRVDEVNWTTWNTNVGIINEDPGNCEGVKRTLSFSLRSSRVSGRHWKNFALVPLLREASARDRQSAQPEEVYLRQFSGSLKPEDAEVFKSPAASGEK
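TRPV1-expressing cells were cultured overnight at 35.5C and loaded with Fluo-8 calcium dye for 40 to 90 min at room temperature. After a 10 s baseline, compound was added and calcium influx was read kinetically for 3 min (ex 480/em 520 nm).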
AT treatment: candidate therapy for ataxia-telangiectasia; […] A-T fibroblasts, KAP-1 phosphorylation AlphaLISA; neocarzinostatin DNA damage 30 min before lysis; Potency, µM (doses to about 57.5 µM), inactives show top-dose activation, actives largely listed as activators; 320,000 tested, 0.19% active; note: potency is the fitted concentration of half-maximal effect; % of control where 0% means no effect; nearly all actives have a fitted effect of over 45% in size
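ATM-like activity read as KAP-1 phosphorylation via AlphaLISA donor/acceptor antibody pairs after lysis and 6 hr at 25C. Cells were ATM-null patient fibroblasts ([…], hTERT), dosed 60 min, then exposed to the DSB inducer NCS for 30 min.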
KCNH2 3.1 block: blocks the human KCNH2 3.1 channel isoform. U2OS KCNH2 3.1, thallium flux FluxOr; hits give low values. AID 720553. activity change, % (tested at about 1.8 µM). 340,000 tested, 0.95% active;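 active = maximum activity change below -70%; inconclusive = maximum activity change from -70% to -50%; inactive = maximum activity change above -50%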;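 note: thallium influx rate constant from kinetic fluorescence after stimulation buffer; % is set by controls: 0 for no effect and ±100 for the full control effect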
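Measured as rate of thallium-driven FluxOr signal in transduced U2OS cells carrying the 3.1 channel, read kinetically for 2 min upon stimulation; values are rate constants scaled to DMSO control wells.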
hERG WT inh: inhibitors of human wildtype KCNH2 potassium channel. activity change, % at 1.84 µM. U2OS, BacMam KCNH2, thallium flux FluxOr; hits give low values. 340,000 tested, 0.37% active. AID 720551;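 active = maximum activity change below -70%; inconclusive = maximum activity change between -70% and -50%; inactive = maximum activity change above -50%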; note: % is set by controls: 0 for no effect and ±100 for the full control effect
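U2OS cells were transduced with wild-type KCNH2 virus (2.03 x 10^8 / mL) for 4 h at room temperature, then cultured overnight at 37 C. Thallium flux was read with FluxOr dye. Rate constants were normalized to DMSO controls.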
CXXC DNA block: blocks binding of human MLL CXXC domain to DNA; Q03164; MLL-CXXC / FITC-HOXA9 DNA fluorescence polarization; Potency, µM (doses to about 115 µM), without a hit: at the highest dose activity change, negative = inhibition, actives largely listed as inhibitors; 290,000 tested, 0.037% active; active = well fitted inhibition curve with a large enough effect in the polarisation, with a control signal flat, not every such curve was filed as active; inconclusive = small, poorly fitted or top-dose-only effect, or effect the other way, or a change in a side signal; inactive = no such curve, though single readings can be large or run the other way; the % refers to the polarisation; note: potency is the fitted concentration of half-maximal effect
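Steps: dispense CXXC domain solution (7 uM) → pin compounds or unlabeled HOX-A9 DNA control → 5 min ambient → add FLSN-HOX-A9 solution (50 nM) → spin → 30 min ambient → fluorescence polarization. Tris pH 7.5/NaCl/DTT/BSA buffer.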
GALK inh: galactokinase (human) inhibition; P51570; Purified GALK, Kinase-Glo residual ATP luminescence; Potency, µM (titrated, usually from 57.5 µM), for inactives: at the highest dose activity change, negative = inhibition, hits mostly inhibitors; 270,000 tested, 0.007% active; note: potency is the fitted concentration of half-maximal effect; % is set by controls: 0 for no effect and ±100 for the full control effect
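Compounds were pin-transferred into ATP buffer (35 uM final), then GALK plus galactose (5 nM, 100 uM final) was added. After 1 h at room temperature, Kinase-Glo Plus was added and luminescence read after 10 min.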
Active calls of the source: *; ? = inconclusive; / = no result given; [ ] = remark or other dose. Unless noted, calls come from the whole dose curve; as a rule, active = well fitted curve in the direction sought with a large enough effect; inconclusive = small, poorly fitted or top-dose-only effect, or another doubt; inactive = no such curve, though single readings can be large; an effect the other way counts as inactive or inconclusive. Not a hit list; overall some 2% were active at least once.

# | compound | MBNL1 CUG block | S-ASM inh | Integrin act MD | FBPA coupling cs | TRPV1 agonist | AT treatment | KCNH2 3.1 block | hERG WT inh | CXXC DNA block | GALK inh
1 | Cc1nn(C)c(C)c1CN(C)C(=O)c1cc2n(n1)C(C(F)(F)F)CC(c1cccs1)N2 (stereo not given) | 3% | 2% | 0% | 4 | 2 | 2% | -5 | 4 | 2% | 2%
2 | COc1ccc(C(=O)c2sc(Nc3ccccc3)c(C(=O)Nc3ccc(OC)c(OC)c3)c2N)cc1 | ? | ? | 17% | -1 | 1 | -2% | -2 | -17 | -2% | -3%
3 | CC(Oc1ccc(Cl)cc1Cl)C(=O)N/N=C1\CCCc2ccccc21 (stereo not given) | -4% | 3% | 7%[7.66 µM] | 2 | 5 | 2% | -8 | 4 | 11% | 1%
4 | COc1ccc(CC(=O)c2ccccc2C(=O)O)cc1 | -4% | 4% | -4% | 0 | -2 | 9% | 3 | 2 | -11% | 4%
5 | Cc1ccc(S(=O)(=O)N2[C@@H](c3ccc(C(C)C)cc3)C(C(=O)O)=C[C@H]2C(C)(C)C)cc1 | / | -5% | 8% | / | / | 15% | -6 | 3 | / | /
6 | Cc1cc(Cl)c(OCCCNC2CCCC2)c(Br)c1 | -1% | -1% | -55%[inhibitor] | 2 | 0 | 1% | -7 | 9 | 13% | 3%
7 | CN(C)c1cccc(NC(=O)C2(C)CC2(Cl)Cl)c1 (stereo not given) | -12% | 1% | 15% | 0 | -3 | 5% | 6 | 29 | -15% | 0%
8 | CCc1ccc(NC(=O)Cn2c(SC)nc3ccccc32)cc1 | -5% | -6% | -34% | 1 | -6 | 2% | -6 | -1 | -4% | 1%
9 | O=S(=O)(c1ccccc1)N1CCN(C(c2ccccc2)c2ccc(OC(F)(F)F)cc2)CC1 (stereo not given) | -11% | -3% | 1% | -6 | 2 | 0% | 3 | 3 | -9% | -2%
10 | CSc1nnc2c(n1)OC(c1ccccn1)N(C(C)=O)c1ccccc1-2 (stereo not given) | ? | 0% | -23% | 5 | 1 | -2% | -2 | 0 | -1% | 1%
11 | COc1ccccc1CNC(=O)c1cc(S(=O)(=O)N2CCN(c3ccccc3)CC2)ccc1Cl | / | -2% | ? | / | / | / | -8 | 32 | / | /
12 | Clc1ccc(Cc2ccccn2)cc1 | / | -1% | 15% | / | -3 | 9% | 7 | 1 | / | /
13 | CC(C)c1ccc(NC(=O)c2ccccc2NC(=O)C2CCCCC2C(=O)O)cc1 (stereo not given) | 5% | -5% | 15% | 1 | ? | -3% | -11 | -6 | -10% | 1%
14 | CCN(CC)S(=O)(=O)c1cc(C(=O)O)c(Cl)cc1Cl | 6% | 1% | 18% | 20 | 1 | 0% | 7 | -2 | 1% | -2%
15 | CCCCn1nnnc1SCC(=O)Nc1ccc(N(C)C)cc1 | -1% | 3% | 10% | 0 | -4 | / | -1 | -2 | -6% | 0%
16 | CN(c1ccc(C(=O)NCc2ccc3c(c2)OCO3)cc1)S(C)(=O)=O | -3% | 0% | 14% | -3 | 3 | -2% | 2 | -18 | 6% | -2%
17 | CNC(=O)Nc1ccccc1C(=O)Nc1ccccc1 | / | 3% | 2% | 3 | / | 5% | 9 | 3 | -2% | -1%
18 | CSc1ccccc1NC(=O)COc1ccccc1C | -2% | -1% | ? | 3 | 25 | 17% | 9 | -2 | 7% | 7%
19 | Oc1ccccc1C1CC(c2cccs2)=NC(c2ccc(Cl)cc2)N1 (stereo not given) | -11% | 20% | -66%[inhibitor] | 0 | 13 | 17% | 8 | 14 | 5% | -3%
20 | COc1ccc(C(=O)CSc2nnc(CNc3nc(-c4ccccc4)cs3)n2C)cc1 | -5% | -19% | -4% | 1 | -3 | -2% | -25 | -11 | 11% | 1%
21 | O=C(Nc1ccc([N+](=O)[O-])cc1)c1ccc(S(=O)(=O)N2CCCC2)cc1 | -4% | 3% | 8% | 2 | ? | 3% | 1 | 6 | -1% | 5%
22 | CN1C(=O)C(CC(=O)Nc2ccc(F)cc2)N(Cc2cccs2)C1=S (stereo not given) | -1% | -2% | 0% | -1 | 5 | 0% | 7 | -3 | 1% | /
23 | COc1cc(/C=C/C(=O)OCC(=O)NCCC2=CCCCC2)ccc1O | 10% | 19% | 0% | 2 | ? | -1% | 1 | 8 | -7% | -1%
24 | Cc1ccc(NC(=O)CN2C(=O)NC3(CCCc4ccccc43)C2=O)cc1S(=O)(=O)N1CCOCC1 (stereo not given) | 4% | -3% | 10% | 0 | -1 | -2% | -3 | -3 | 25% | -1%
25 | CCC1CC2(C)NC(=O)c3c(sc4c3CC(C)(C)OC4)N2C1=O (stereo not given) | 2% | 3% | 22% | 1 | 1 | -2% | -6 | -1 | 2% | 1%
26 | Cc1ccc(C(=O)OCC(=O)N2CCCCCC2)cc1S(=O)(=O)N1CCOCC1 | / | 4% | 13% | / | / | 9% | -10 | 2 | / | /
27 | CC1CCCCN1C(=O)CCNS(=O)(=O)c1ccc2c(c1)c(=O)n(C)c(=O)n2C (stereo not given) | -8% | -1% | 10% | 1 | 1 | 1% | -2 | -4 | 11% | 1%
28 | N#Cc1cc2c(nc1SCC(=O)Nc1nccs1)CCCCC2 | ? | 84%[activator] | 4% | 0 | -18 | 25% | 2 | -7 | 14% | -1%
29 | CN=C1C([N+](=O)[O-])=CC=C2C1=NC1(CCCCC1)N2O | ? | -2% | 0% | -45* | 3 | / | 0 | -3 | 12% | 5%
30 | O=C(NCCC1=CCCCC1)N[C@@H](Cc1ccccc1)C(=O)O | -1% | 0% | -7% | 2 | 6 | 6% | 2 | -3 | -14% | -1%
31 | S=C1NC[C@H](CC2CCCCC2)N1CCc1cccc2ccccc12 | -6% | -7% | -19% | -3 | 4 | ? | -3 | 0 | -18% | -3%
32 | COCC1CCCN(C(=O)c2ccc(OC3CCN(Cc4ccccn4)CC3)cc2)C1 (stereo not given) | 3% | 6% | 11% | -2 | -1 | -3% | -5 | -24 | -2% | 12%
33 | C/C(=N\Nc1nc(-c2ccccn2)nc2ccccc12)c1ccc(F)cc1 | -9% | -1% | 0% | 1 | 0 | -15% | 7 | -10 | 7% | -1%
34 | CCOc1ccccc1C=C1SC(=S)N(CC)C1=O | / | -14% | 22% | / | / | / | -3 | 5 | / | /
35 | CC(=O)Nc1sc(C)c(C)c1C(=O)OCC(=O)N(CC(C)C)C1CCS(=O)(=O)C1 (stereo not given) | -9% | -6% | 20% | -1 | 5 | -9% | -1 | 13 | 5% | -2%
36 | Cn1c(=O)c2c(nc(SCC(=O)O)n2Cc2cc3c(cc2Cl)OCO3)n(C)c1=O | 11% | 8% | -28% | 13 | 1 | -3% | -2 | -6 | 13% | -1%
37 | Cc1ccc(N2C(=O)N3[C@H](c4cccc(C)c4)[C@@H]4C(=O)N(Cc5ccccc5)C(=O)[C@@H]4[C@]3(C)C2=O)cc1 | / | -19% | 24% | / | -3 | 11% | 6 | -10 | / | /
38 | CCCC#Cc1ccc2c(c1)COc1c3ccccc3nn1-2 | / | 1% | 7% | / | ? | 0% | / | / | / | /
39 | O=C(NC(=S)Nc1ccc(C(F)(F)F)cc1)c1csnn1 | -4% | 1% | -6% | 2 | 22 | 0% | -15 | 0 | 7% | 7%
40 | O=C(Cc1cccs1)NCCc1ccc(Cl)cc1 | ? | -1% | -15% | / | 0 | 8% | -14 | -8 | 6% | 4%
41 | CCCCC(=O)Nc1cc(C)c(NC(=O)c2ccco2)cn1 | 0% | 5% | -7% | 0 | 3 | 0% | 15 | -8 | -5% | -2%
42 | Cc1occc1C(=O)O/N=C(\N)c1ccccc1 | 5% | -6% | 3% | 3 | 4 | 11% | 10 | 2 | -8% | 21%
43 | CC(=O)Nc1ccc(C)cc1 | / | 0% | / | / | -1 | 5% | 10 | -5 | / | /
44 | CC(=O)CSc1nnc(-c2ccncc2)n1C | -3% | 2% | 19% | 4 | -1 | 2% | -3 | -9 | -5% | 0%
45 | CCn1c(=O)n(CC)c2cc(N3CCCC3)c(NC(=O)c3ccccc3Br)cc21 | 0% | 0% | 40% | 0 | 24 | 4% | 10 | -15 | -6% | 3%
46 | O=C(CN(CC1CCCO1)C(=O)CCC(=O)Nc1nccs1)NCc1ccccc1 (stereo not given) | -12% | 4% | 2% | 0 | -2 | 9% | -9 | -4 | 5% | 0%

2 records drawn at random from those above, as already listed:
# | compound | MBNL1 CUG block | S-ASM inh | Integrin act MD | FBPA coupling cs | TRPV1 agonist | AT treatment | KCNH2 3.1 block | hERG WT inh | CXXC DNA block | GALK inh
42 | Cc1occc1C(=O)O/N=C(\N)c1ccccc1 | 5% | -6% | 3% | 3 | 4 | 11% | 10 | 2 | -8% | 21%
44 | CC(=O)CSc1nnc(-c2ccncc2)n1C | -3% | 2% | 19% | 4 | -1 | 2% | -3 | -9 | -5% | 0%
